TrxR1 substrate – substrates of rat thioredoxin reductase 1. purified TrxR1 substrate turnover, NADPH consumption readout. O89049. AID 588456. hit rate 0.01% among 390,000. Potency, µM (highest dose often 114 µM), for the others: top-dose activity change, negative = substrate turnover; note: potency is the fitted concentration of half-maximal effect; % is set by controls: 0 for no effect and ±100 for the full control effect; nearly all actives have a fitted effect of over 50% in size
Target sequence (O89049 whole entry, looked up): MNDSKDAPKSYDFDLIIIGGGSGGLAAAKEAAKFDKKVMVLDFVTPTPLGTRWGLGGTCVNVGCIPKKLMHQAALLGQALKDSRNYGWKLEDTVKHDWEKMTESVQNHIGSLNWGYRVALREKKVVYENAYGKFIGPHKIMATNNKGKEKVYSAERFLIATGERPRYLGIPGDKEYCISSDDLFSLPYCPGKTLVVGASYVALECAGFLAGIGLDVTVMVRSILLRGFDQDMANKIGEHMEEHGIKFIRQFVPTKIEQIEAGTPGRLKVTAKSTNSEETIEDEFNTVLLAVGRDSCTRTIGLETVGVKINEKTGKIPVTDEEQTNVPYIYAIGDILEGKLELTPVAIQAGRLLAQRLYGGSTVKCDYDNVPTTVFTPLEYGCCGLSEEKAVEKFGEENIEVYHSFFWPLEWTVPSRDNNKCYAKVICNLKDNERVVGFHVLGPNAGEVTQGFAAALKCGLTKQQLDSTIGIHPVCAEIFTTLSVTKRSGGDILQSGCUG
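Rat TrxR1, dispensed at 90 nM, was prereduced with 400 uM NADPH (final) for 5 min at ~22 deg C, then incubated with compound 15 min before 400 uM selenite. A first-read NADPH fluorescence drop versus no-compound background flagged substrates.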
Vif-APOBEC3F blk – blocks the Vif interaction with APOBEC3F. HeLa A3F-eYFP + Vif (tagged APOBEC3F with the HIV-1 protein that degrades it), YFP fluorescence increase. Potency, µM (doses to about 46.1 µM), for the others: at the top dose activity, negative = active. hit rate 0.2% among 390,000; note: potency is the fitted concentration of half-maximal effect; % of control where 0% means no effect; nearly all actives have a fitted effect of over 65% in size
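HeLa cells stably expressing Vif plus C-terminally eYFP-tagged A3F were seeded, incubated overnight at 37 deg C, dosed with compound, incubated overnight again at 37 deg C. Yellow fluorescence (Ex 488/Em 500-530) reported blocked Vif-mediated A3F-eYFP degradation.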
RGS4 inhibitor – blocks human RGS4-accelerated GTP hydrolysis; P49798; Transcreener GDP fluorescence polarization, RGS4-accelerated GTP hydrolysis; Potency, µM (doses to about 114 µM), inactives show at the highest dose activity change, negative = inhibition, most hits filed as inhibitors; hit rate 0.039% among 390,000; note: potency is the fitted concentration of half-maximal effect; % is set by controls: 0 for no effect and ±100 for the full control effect; nearly all actives have a fitted effect of over 75% in size; some results filed as inactive show a strong effect at the top dose
Target sequence (P49798 whole entry, looked up): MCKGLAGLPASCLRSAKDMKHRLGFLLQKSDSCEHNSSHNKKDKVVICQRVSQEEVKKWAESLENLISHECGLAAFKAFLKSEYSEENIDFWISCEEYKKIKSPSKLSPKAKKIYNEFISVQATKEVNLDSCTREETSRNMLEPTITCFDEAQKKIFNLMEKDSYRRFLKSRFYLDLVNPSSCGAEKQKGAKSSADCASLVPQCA
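MLSMR compounds (23 nl, pin-transferred) preincubated 10 min at room temperature with a 500nM (2x) first reagent, then RGS4 at 900nM (2x) plus Transcreener GDP mix added; fluorescence polarization (620/688 nm) read before and after 90 min at 30 °C.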
Vif-A3G inh – Vif-A3G binding inhibition; HeLa A3G-eYFP + Vif (tagged APOBEC3G with the HIV-1 protein that degrades it), YFP fluorescence, overnight; AID 602310; Potency, µM (doses to about 46.1 µM), for inactives: top-dose activity, negative = active, usual class: inhibitors; hit rate 0.076% among 410,000;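 note: potency is the fitted concentration of half-maximal effect; % is set by controls: 0 for no effect and ±100 for the full control effect; nearly all actives have a fitted effect of over 60% in size; hits raise eYFP signal because A3G escapes Vif-driven loss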
Target sequence (Q9HC16 whole entry, looked up): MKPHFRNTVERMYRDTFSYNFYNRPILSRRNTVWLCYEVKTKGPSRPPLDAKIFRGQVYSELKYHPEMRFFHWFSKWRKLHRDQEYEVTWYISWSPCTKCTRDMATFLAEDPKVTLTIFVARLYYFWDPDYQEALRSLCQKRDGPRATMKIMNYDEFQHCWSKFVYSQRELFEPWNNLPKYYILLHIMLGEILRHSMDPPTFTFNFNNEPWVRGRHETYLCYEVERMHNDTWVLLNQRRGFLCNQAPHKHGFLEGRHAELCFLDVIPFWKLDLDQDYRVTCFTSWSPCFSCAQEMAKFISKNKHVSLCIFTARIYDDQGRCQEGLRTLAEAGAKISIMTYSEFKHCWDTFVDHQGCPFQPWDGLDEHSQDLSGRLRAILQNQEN
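Read-out is eYFP fluorescence (Ex 488/Em 500-530) from Vif-expressing HeLa A3G-eYFP cells; more signal means A3G escaped Vif-mediated degradation. Cells plated overnight, compound pinned in, incubated overnight at 37 deg C.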
USP1-UAF1 inh – USP1/UAF1 (human) deubiquitinase inhibition; O94782; recombinant USP1/UAF1, Ub-Rhodamine cleavage fluorescence; Potency, µM (doses to about 57.1 µM), for the others: top-dose activity change, negative = inhibition, most hits filed as inhibitors; hit rate 0.23% among 390,000; AID 743255; note: potency is the fitted concentration of half-maximal effect; % is set by controls: 0 for no effect and ±100 for the full control effect; nearly all actives have a fitted effect of over 60% in size; inactives centre near -12
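1 nM enzyme complex + cpd, 15 min RT; start with Ub-Rho 150nM final; kinetic fluorescence ex 480/em 540, 6 reads q60 s. Buffer 50mM HEPES pH 7.8, 0.5mM EDTA, 0.1 mg/ml BSA, 1mM TCEP, 0.01% Tween-20.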
IDH1 R132H inh – inhibitors of human mutant IDH1 R132H; O75874; IDH1-R132H enzyme, NADPH consumption, diaphorase/resazurin fluorescence; Potency, µM (top dose mostly 76.6 µM), for inactives: at the highest dose activity change, negative = inhibition, most hits filed as inhibitors; hit rate 0.093% among 390,000; note: potency is the fitted concentration of half-maximal effect; % is set by controls: 0 for no effect and ±100 for the full control effect; nearly all actives have a fitted effect of over 65% in size
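IDH1-R132H (0.5 ug/mL) preincubated 30 min with compound, then NADPH (0.016 mM) and alpha-KG (2 mM) added; 80 min at RT, pH 7.5. Remaining NADPH coupled via diaphorase/resazurin to fluorescence (540/590 nm); concentration-response curves normalized to no-enzyme control.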
LDHA inh – LDHA (human) enzyme inhibition; activity change, % (values are at about 110 or 230 µM); purified LDHA, NADH/diaphorase-resazurin fluorescence; hits give low values; hit rate 0.15% among 480,000; in the data active = activity change below about -30%; inconclusive = mostly about -25% to -30%;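 note: plate controls were DMSO wells for no effect and wells without enzyme for full effect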
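Enzyme activity of human lactate dehydrogenase 5 (2 nM; 0.06 mM NADH, 0.2 mM pyruvate, 5 min, RT) is measured via a resazurin/diaphorase fluorescence readout of residual NADH.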
Glioma ERSR ind – induces the endoplasmic reticulum stress response in human glioma cells; U87-MG GRP78 promoter luciferase reporter, 16 h; Potency, µM, without a hit: at the top dose activation, hits mostly activators; hit rate 0.02% among 420,000; note: potency is the fitted concentration of half-maximal effect; series mostly up to about 76 µM; % of control where 0% means no effect; nearly all actives have a fitted effect of over 35% in size
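ERSR induction read as luciferase luminescence (Bright-Glo, 10 min at room temperature) in stably transfected human U87-MG glioma cells exposed to compounds for 16 h, using GRP78 as sensor.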
TrxR1 inh – inhibitors of rat thioredoxin reductase 1; O89049; recombinant rTrxR1, NADPH fluorescence consumption, selenite substrate; Potency, µM (doses to about 114 µM), without a hit: at the top dose activity change, negative = inhibition, actives largely listed as inhibitors; hit rate 1% among 390,000; AID 588453; note: potency is the fitted concentration of half-maximal effect; % is set by controls: 0 for no effect and ±100 for the full control effect; nearly all actives have a fitted effect of over 65% in size
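Rat TrxR1 (90 nM in the dispensed reagent) was pre-reduced with 400 uM NADPH for 5 min at room temperature, then incubated with compound for 15 min. After 400 uM selenite was added, NADPH fluorescence (Ex 340/Em 450 nm) was followed for 8 min.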
* marks the source's active call; other numbers are inactive results; u = inconclusive; x = no result given; & = joins results of further samples; [ ] = dose if it differs, or a comment. Unless noted, calls come from the whole dose curve; as a rule, active = well fitted curve in the direction sought with a large enough effect; inconclusive = small, poorly fitted or top-dose-only effect, or another doubt; inactive = no such curve, though single readings can be large; an effect the other way counts as inactive or inconclusive. An excerpt. The share of hits here may be higher or lower than overall.

SMILES	TrxR1 substrate	Vif-APOBEC3F blk	RGS4 inhibitor	Vif-A3G inh	USP1-UAF1 inh	IDH1 R132H inh	LDHA inh	Glioma ERSR ind	TrxR1 inh
CCN(C(=O)Cn1c(=O)n2nc(CCn3nc(C)cc3C)nc2c2ccccc21)c1cccc(C)c1	8%	-10%	2%	-3%	-12%	5%	-6	-5%	2%
CCOC(=O)Nc1ccc(S(=O)(=O)Nc2onc(C)c2C)cc1	0%[57.1 µM]	0%	-31%	3%	7%	-5%	-9	2%	15%[57.1 µM]
Cc1ccc(C)c(N2CCN(S(=O)(=O)c3ccc4[nH]c5c(c4c3)CCCC5)CC2)c1	6%	-2%	-15%	1%	-13%	-2%	3	2%	24%
CCCCn1c(N)c(N(CCOC)C(=O)CN(C)S(=O)(=O)c2ccc(C)cc2)c(=O)[nH]c1=O	-12%	-4%	10%	0%	2%	0%	-9	-4%	-7%
CCC(=O)N1CCc2cc(Br)cc(S(=O)(=O)CCC(=O)N3CCN(c4ccc(F)cc4)CC3)c21	1%	4%	-28%	2%	u	3%	4	-3%	1%
CCc1ccc([C@@H]2CC=C(C(=O)O)[C@H](c3ccc(Br)cc3)N2S(=O)(=O)c2ccc(C)cc2)cc1	2%	3%	-9%	-3%	-28%	-18%	3	0%	12%
Cc1nonc1C1CCCN1C(=O)c1cc(COc2cccc(C(F)(F)F)c2)on1 (stereo not given)	-9%	4%	-12%[56.9 µM]	1%	-28%	12%	1	2%	15%
COc1ccc(C)cc1NC(=O)CN1C(=O)c2ccccc2S1(=O)=O	-2%	0%	5%	3%	-14%	3%	-1	-6%	13%
NS(=O)(=O)c1ccc(CCNC(=O)c2ccc(-c3ccccc3)cc2)cc1	7%[57.1 µM]	5%	-33%	1%	-21%	3%	-3	-3%	13%
c1ccc2occc2c1	5%[57.1 µM]	-13%	19%	0%	-13%	-5%	-12	0%&-5%	24%[57.1 µM]
O=C(NCCN1CCOCC1)c1ccc(-c2ccccc2)cc1	3%	6%	16%	-1%	1%	0%	-7	-3%	1%
COc1ccccc1N(CC(=O)Nc1ccccc1C(=O)N1CCOCC1)S(C)(=O)=O	-4%[0.0914 µM]	9%	20%	0%	0%	10%	-15	-5%	30%
O=C(Nc1ccccc1C(=O)O)c1cccc(N2C(=O)c3ccccc3C2=O)c1	-2%	5%	-3%	1%	-10%	0%	-14	-3%	6%
O=C(NC(=S)Nc1ccccc1[N+](=O)[O-])c1ccccc1	10%[57.1 µM]	-12%	5%	-5%	-13%	7%	-5	2%	-66%
Cc1nccn1CCCN1C(=O)OC2(CCCCC2)C1(C)O (stereo not given)	7%	-8%	-18%[11.4 µM]	-1%	-4%	-10%	-3	-9%	1%[57.1 µM]
COCCn1nnnc1C(c1ccc2ncccc2c1)N1CCc2ccccc21 (stereo not given)	-6%	0%	-16%	0%	-8%	0%	-3	-4%	7%
CCOc1ccc(CCNC(=O)COC(=O)/C=C/c2ccco2)cc1OCC	-7%	-3%	-27%	-15%	-24%	-5%	-1	-6%	u
CCOC(=O)c1ccc(NC(=O)CSc2nc3ncc(Br)c(C)c3[nH]2)cc1	-6%[57.1 µM]	-4%	-14%	5%	0%	-4%	-8	-4%	16%[57.1 µM]
CCCCCn1c(=O)[nH]c2c(c1=O)CCC2	14%[57.1 µM]	-14%	32%	-3%	-4%	2%	1	1%	21%[57.1 µM]
CCC(=O)Nc1c(C(=O)Nc2ccc3c(c2)OCCO3)oc2ccccc12	-7%	-1%	-3%	4%	-12%	5%	-4	4%	0%[57.1 µM]
CCN(CC)CCN1C(=O)c2ccccc2NC1c1cc(OC)c(OC)c(OC)c1 (stereo not given)	201%[activator]	-2%	2%	-4%	-15%	0%	-8	-5%	52%[activator]
CCOC(=O)N1CCN(C(=O)Nc2cccc(Cl)c2)CC1	4%	4%	3%	3%	-8%	4%	-2	-3%	5%
CCCc1ccc2oc(C(=O)N3CCC(COC)C3)c(C)c2c1 (stereo not given)	-8%[57.1 µM]	12%	-19%	2%	-6%	1%	-1	7%	-8%[57.1 µM]
COCCn1c(C)cc(C(=O)COc2ccc(C)nc2[N+](=O)[O-])c1C	2%	-1%	-30%	1%	-21%	3%	5	-11%	-3%
CC(C)CC1C(=O)N(Cc2cn(CCC3OCCCO3)nn2)CCS(=O)(=O)N1Cc1ccc(-c2cccc(N(C)C)c2)cc1 (stereo not given)	x	-8%	x	-8%	u	3%	2	-1%	x
CCc1ccc(NC(=O)C/C(C)=N/NC(=O)COc2ccc(C)cc2Br)cc1	-7%	-13%	2%	-6%	-28%	5%	3	-2%	-4%
CN(C)/C=C(\C(=O)c1ccc(F)cc1F)c1nnnn1-c1ccccc1	-13%	6%	-5%	2%	-14%	5%	-8	-4%	-17%
COc1ccc(CNS(=O)(=O)CCNC(=O)c2cccc(OC)c2)cc1	6%	0%	-8%	-4%	-15%	3%	-6	0%	10%
CC(=O)c1ccc(S(=O)(=O)NCCC(=O)NC2CCN(Cc3ccccc3)CC2)cc1	-6%	-6%	7%	1%	4%	2%	u	-2%	-22%
Cc1ccc(C(=O)NCC(=O)NC2CCCCCC2)cc1	6%[57.1 µM]	-4%	13%	4%	-5%	1%	-3	7%	7%[57.1 µM]
COC(=O)c1cccc(NC(=O)CCN2C(=O)C3CC=CCC3C2=O)c1 (stereo not given)	-8%	12%	-31%	0%	-7%	4%	-2	-2%	-15%
Cc1cccc(NC(=O)/C(C#N)=C/c2ccc(C)o2)c1	-5%	-22%	-9%	-5%	-8%	-5%	-3	0%	2%
COc1ccc(NC(=O)c2cc(-c3cc(C)c(C)cc3O)n[nH]2)c(OC)c1	-7%[57.1 µM]	u	-8%	2%	-11%	-2%	3	-4%	15%[57.1 µM]
O=C(CSc1nc2ccccc2[nH]1)NC1CCCc2ccccc21 (stereo not given)	-3%	-5%	-27%	-20%	-14%	23%	1	0%	8%
Nc1ncnc2c1nc(Sc1ccc(Cl)cc1)n2[C@H]1OC2COP(=O)(O)O[C@@H]2C1O (stereo not given in full)	-3%[57.1 µM]	x	-1%[56.9 µM]	x	x	x	x	-2%	-12%[57.1 µM]
Cc1ccc(OCC(=O)NC2CCCC2)c(C)c1	10%[57.1 µM]	1%	44%	-2%	-6%	4%	-1	9%	7%[57.1 µM]
CNc1nc(NN)nc(Nc2ccccc2)n1	-7%	-1%	-25%	0%	-11%	-11%	2	1%	11%
COc1ccc(-c2nnc(COc3ccc(Br)cc3C)o2)cc1	0%	0%	8%	-7%	-18%	-3%	-11	-1%	22%
O=C(NCCCn1ccnc1)c1noc2c1CCCC2	6%[57.1 µM]	-8%	-2%	2%	10%	8%	-3	-5%	9%
CNC(=O)C(=O)NCCC1CCCCN1S(=O)(=O)c1cccs1 (stereo not given)	-8%	u	19%	0%	2%	7%	-5	-2%	-3%
COCc1nnc(NS(=O)(=O)c2ccc([N+](=O)[O-])cc2)s1	4%[57.1 µM]	2%	-23%	-3%	-14%	-5%	-7	-6%	-8%
O=C(c1cnn2c1NC(c1ccco1)CC2C(F)(F)F)N1CCN(c2cccc(Cl)c2)CC1 (stereo not given)	-4%	0%	-37%	-26%	u	2%	3	-7%	-3%
COCCNC(=O)C1CC(c2ccccc2C(F)(F)F)=NO1 (stereo not given)	-4%[57.1 µM]	2%	2%	-1%	-15%	1%	2	-3%	-10%[57.1 µM]
CCOc1ccccc1Nc1nc(-c2sc(C)nc2C)cs1	7%	u	-38%	-9%	u	2%	4	6%	11%
CC1CN(C(=O)COC(=O)c2cc(S(N)(=O)=O)c(Cl)cc2Cl)CC(C)O1 (stereo not given)	-5%	-3%	10%	3%	-17%	17%	-4	-6%	0%
CCN(CC)S(=O)(=O)c1ccc2c(c1)N(CC(=O)N(CCc1ccncc1)C(C)C)C(=O)CO2	4%	2%	-6%[56.9 µM]	0%	-14%	2%	1	1%	18%
CN(C)c1ccc(/C=C2\SC(=O)N(CC(O)Cn3c4ccccc4c4ccccc43)C2=O)cc1 (stereo not given)	-20%	u	6%	-13%	13µM*	0%	0	2%	-17%
NC(=O)c1cc2ccccc2o/c1=N/NC(=O)c1cccc(F)c1	-1%	10%	-20%	-5%	-7%	-2%	-8	-2%	1%
O=C1SCCN1N=Cc1ccc([N+](=O)[O-])o1	-3%[57.1 µM]	-2%	-7%	-3%	-24%	6%	-4	-3%	-57%[57.1 µM]
C[C@H](CO)N1C[C@H](C)[C@@H](CN(C)S(=O)(=O)c2ccccc2)OCc2cnnn2CCCC1=O	x	-16%	x	6%	-20%	10%	-2	-3%	x

Of the compounds above, 2 have a COOH group.
SMILES	TrxR1 substrate	Vif-APOBEC3F blk	RGS4 inhibitor	Vif-A3G inh	USP1-UAF1 inh	IDH1 R132H inh	LDHA inh	Glioma ERSR ind	TrxR1 inh
CCc1ccc([C@@H]2CC=C(C(=O)O)[C@H](c3ccc(Br)cc3)N2S(=O)(=O)c2ccc(C)cc2)cc1	2%	3%	-9%	-3%	-28%	-18%	3	0%	12%
O=C(Nc1ccccc1C(=O)O)c1cccc(N2C(=O)c3ccccc3C2=O)c1	-2%	5%	-3%	1%	-10%	0%	-14	-3%	6%

Bioassay records as filed in PubChem.
